Rab7 wt GTP bind = alters GTP binding to wildtype dog Rab7; GST-Rab7 beads, fluorescent GTP binding, flow cytometry; actives lie on both sides; untreated = 100%, excess cold GTP = 0%; GTP binding activity (percent of control), % at 10 µM; actives 0.055% (n = 190,000);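 active means fluorescent GTP binding to Rab7 beads changed by at least 20 points from the 100% baseline, either direction, mostly lower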;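 further: median green fluorescence of bound Bodipy-FL-GTP per Rab7 bead population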
Rac1 act GTP bind = alters GTP binding to activated mutant human Rac1 | AID 764 | GST-Rac1 activated beads, fluorescent GTP binding, flow cytometry; actives lie on both sides; 100% means binding = to untreated wells | percent activity (GTP binding), % at 10 µM | actives 0.11% (n = 190,000) | P63000;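 active means GTP binding at least 20 percentage points away from the 100% baseline, in either direction, so actives lie on both sides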
HRas wt GTP bind = changes GTP binding to wildtype human HRas. P01112. GST-Ras wt beads, Bodipy-FL-GTP binding, flow cytometry; actives lie on both sides. GTP binding activity, % at 10 µM. actives 0.14% (n = 190,000);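 active means GTP binding activity at least 20% away from the 100% baseline, either lowered as inhibitor or raised as activator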;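 further: 0% = unlabeled GTP competition control and 100% = no-compound control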
Target sequence (P01112 whole entry, looked up): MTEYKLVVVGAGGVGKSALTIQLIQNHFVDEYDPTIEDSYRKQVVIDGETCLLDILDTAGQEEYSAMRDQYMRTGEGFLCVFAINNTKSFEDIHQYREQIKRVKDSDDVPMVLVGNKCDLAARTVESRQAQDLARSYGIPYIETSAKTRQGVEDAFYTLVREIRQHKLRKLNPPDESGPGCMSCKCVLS
Cdc42 wt GTP = human Cdc42 wildtype GTP binding change, either direction. P60953. GST-Cdc42 beads, Bodipy-GTP binding, flow cytometry; actives lie on both sides. percent activity (GTP binding), % at 10 µM. actives 0.2% (n = 190,000);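 active means percent activity GTP binding at least 20 points away from the 100% baseline, either down as inhibitor or up as activator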;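 further: median bead fluorescence of bound Bodipy-FL-GTP at 100 nM; 0% = excess unlabeled GTP control and 100% = no compound control; below 100% means less GTP binding so inhibitor and above means activator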
Target sequence (P60953 whole entry, looked up): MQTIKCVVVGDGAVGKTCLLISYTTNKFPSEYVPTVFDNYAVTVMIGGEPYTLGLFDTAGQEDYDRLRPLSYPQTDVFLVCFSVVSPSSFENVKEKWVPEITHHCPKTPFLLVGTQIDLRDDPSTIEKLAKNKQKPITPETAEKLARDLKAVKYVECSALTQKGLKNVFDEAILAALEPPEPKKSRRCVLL
Bfl-1 Bim block = human Bim-Bfl-1 interaction inhibition | Q16548 | Bead-based flow cytometry, Bim-Bfl-1 binding inhibition | inhibition, % at 10 µM | actives 0.12% (n = 190,000);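 further: 0% = wells without compound plus tracer and 100% = blocker peptide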
Rac1 wt modul = modulators of human Rac1 wildtype GTP binding | P63000 | GST-Rac1 beads, fluorescent GTP binding, flow cytometry; actives lie on both sides; 0 = cold GTP competed, 100 = untreated | GTP binding activity (% of control), % at 10 µM | AID 757 | actives 0.27% (n = 190,000);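 active means GTP binding activity at least 20 points away from the 100% control level, either lower or higher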
Bcl-W Bim block = human Bim-Bcl-W interaction inhibition. Q92843. bead-based flow cytometry, Bim peptide-Bcl-W binding. inhibition, % at 10 µM. actives 0.02% (n = 190,000). AID 952;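 further: 0% = bound tracer without compound and 100% = peptide blocker; higher means less fluorescent Bim peptide bound to Bcl-W beads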
Bim-Bcl-2 = disrupts Bim peptide binding to human Bcl-2; P10415; Bead-based flow cytometry, Bim peptide-Bcl-2 binding; inhibition, % at 10 µM; actives 0.06% (n = 190,000); AID 950; in the data active means inhibition above about 40%;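 further: 0% = no compound wells with probe peptide and 100% = reference peptide inhibitor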
Target sequence (P10415 whole entry, looked up): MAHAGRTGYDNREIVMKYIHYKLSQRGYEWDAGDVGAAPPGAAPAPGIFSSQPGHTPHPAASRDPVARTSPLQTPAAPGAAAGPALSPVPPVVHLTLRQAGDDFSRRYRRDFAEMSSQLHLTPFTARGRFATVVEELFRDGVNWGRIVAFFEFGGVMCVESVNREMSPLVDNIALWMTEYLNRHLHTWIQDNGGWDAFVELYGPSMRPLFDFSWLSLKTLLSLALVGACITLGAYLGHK
Bcl-XL Bim block = disrupts Bim peptide binding to human Bcl-XL; Q07817; bead flow cytometry, fluorescence; inhibition, % at 10 µM; actives 0.04% (n = 190,000)
Target sequence (Q07817 whole entry, looked up): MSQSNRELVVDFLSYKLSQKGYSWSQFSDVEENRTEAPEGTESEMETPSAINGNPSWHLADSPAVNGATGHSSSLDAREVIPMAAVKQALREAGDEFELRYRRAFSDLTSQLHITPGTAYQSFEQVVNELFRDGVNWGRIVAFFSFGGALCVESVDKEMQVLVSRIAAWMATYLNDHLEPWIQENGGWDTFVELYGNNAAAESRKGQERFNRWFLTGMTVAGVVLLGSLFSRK
Bim-Bcl-B = inhibitors of Bim-Bcl-B interaction, human; actives 0.073% (n = 190,000); inhibition, % at 10 µM; AID 951; bead-based flow cytometry, Bim peptide-Bcl-B binding; Q9HD36;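 further: 0% = tracer peptide without compound and 100% = reference inhibitor peptide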
Rab2 wt GTP = changes GTP binding to wildtype dog Rab2A, up or down. P61105. GST-Rab2 wt beads, Bodipy-GTP binding, flow cytometry. GTP binding activity, % at 10 µM. actives 0.19% (n = 190,000). AID 760;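 active means GTP binding activity at least 20 points away from 100%, either lowered or raised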;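 further: 0% = beads with excess unlabeled GTP and 100% = no-compound control corrected for plate trend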
Starred values were filed as active, the others as inactive. Unless noted, no stated cut-off is given here; in the data, active means inhibition above about 40%.

Rab7 wt GTP bind	Rac1 act GTP bind	HRas wt GTP bind	Cdc42 wt GTP	Bfl-1 Bim block	Rac1 wt modul	Bcl-W Bim block	Bim-Bcl-2	Bcl-XL Bim block	Bim-Bcl-B	Rab2 wt GTP	Compound
98	95	95	95	0	95	3	0	0	1	93	O=C(N/N=C/c1ccc(O)cc1)c1ccc(NC(=O)c2ccccc2Br)cc1
91	96	92	93	4	98	6	5	12	3	92	O=C(CNCCO)NC12CC3CC(CC(C3)C1)C2
97	97	99	97	-9	98	4	-8	7	-8	98	COc1ccc(-c2nc3ccccc3o2)cc1NC(=O)c1ccc(Br)o1
106	100	105	105	-5	106	3	0	0	-2	104	CCOc1ccc(C(=O)NCC(=O)OC2CCOC2=O)cc1OCC (stereo not given)
98	94	95	94	0	94	1	-2	1	-1	96	COc1cc(C2C3=C(CC(C)(C)CC3=O)OC3=C2C(=O)CC(C)(C)C3)cc([N+](=O)[O-])c1O
107	93	97	93	-3	98	0	-2	-2	-5	98	Cc1ccccc1OCC(=O)OCC(=O)Nc1ccc(N2CCOCC2)cc1
100	100	98	95	-4	102	-2	-4	-5	-3	98	Cn1cc(CN2CCCC(C(=O)c3nccn3C)C2)c(-c2cccc(Cl)c2)n1 (stereo not given)
102	95	100	100	-1	99	2	1	-3	-1	100	COc1ccc(C2(CNC(=O)c3ccccc3[N+](=O)[O-])CCOCC2)cc1
100	99	100	98	7	101	-4	8	-3	-1	102	CC(C)NC(=S)N/N=C/c1sc(N2CCCCC2)nc1-c1cccs1
98	96	97	97	0	95	-2	-2	0	-3	94	COC(=O)c1nc(NC(=O)C(C)C)n[nH]1
103	100	97	98	3	104	-14	-9	-21	-59	95	Cc1ccc(Nc2ncccc2C(N)=O)cc1[N+](=O)[O-]
96	94	94	97	-5	97	0	-3	-2	-1	95	Cc1nnnn1-c1ccc(CC(=O)O)cc1
103	99	104	105	-11	111	0	-2	11	-5	102	CCCc1cc(=O)[nH]c(SCC(=O)Nc2ccc(OC(F)F)cc2)n1
97	96	98	98	8	102	7	2	0	-5	98	Cc1ccc2c(c1)c1c(n2CC(O)CNC(C)(C)C)CCCC1 (stereo not given)
103	100	102	101	-8	103	-4	-6	-4	-2	104	O=C(CSc1nncs1)N1CCN(S(=O)(=O)c2ccccc2)CC1
97	102	102	105	0	109	0	1	0	1	100	CCSc1cc(C)nc2c(-c3ccc(Cl)cc3)c(C)nn12
98	93	95	92	-5	94	-2	-4	-2	-3	94	CCOC(=O)C(=O)Nc1ccc(OCc2ccccc2)cc1
100	98	101	103	-3	101	0	0	-2	1	100	O=C(NCCSc1ccccc1)c1ccccc1
105	97	98	95	-4	100	1	-1	-2	0	97	O=C(OCCNc1nc(-c2ccccc2)nc2ccccc12)c1cccnc1
101	98	98	101	-17	102	-1	-14	-8	-7	98	COc1ccccc1OCC(=O)NC1CCCCCC1
101	101	103	97	0	103	-5	-3	-4	-4	103	NC(=O)C1CCN(C(=O)CCSc2ccccc2)CC1
101	98	100	103	11	100	6	1	2	-9	103	CCN(CC)c1ccc(NC(=O)c2cccc(C)c2OC)c(C)c1
100	93	96	94	-2	95	0	-2	0	-1	94	O=S(=O)(c1ccc2ncn(O)c2c1)N1CCOCC1
102	97	100	99	1	96	2	-1	0	0	100	Nc1cc(=O)[nH]c(SCC(=O)Nc2cccc(Cl)c2Cl)n1
102	100	101	102	18	103	1	2	-5	-24	99	Cc1nc(NC(=O)c2ccc(Cl)cc2)sc1Cc1ccc2c(c1)OCO2
97	94	96	95	-5	98	-2	-4	-4	-3	95	O=C(COc1ccccc1[N+](=O)[O-])Nc1ccc(N2CCN(C(=O)c3cccs3)CC2)cc1
95	90	93	91	-8	94	3	-2	1	-5	93	COc1ccccc1N1CCN(C(=O)c2ccc(CN3CCc4ccccc4C3)cc2)CC1
100	97	100	99	-11	100	-3	-6	-7	-9	102	CCC(=O)Nc1ccc(/C(C)=N/NC(=O)c2c(Br)c(C)nn2C)cc1
92	97	94	96	-7	102	-2	-3	-3	-8	91	CCOc1ccc(OCCCC(=O)Nc2nc3ccccc3[nH]2)cc1
97	99	101	100	0	108	-2	1	0	1	101	CC(OC(=O)CCc1nc2ccccc2[nH]c1=O)C(=O)c1ccccc1 (stereo not given)
102	91	92	91	3	89	-1	0	1	5	94	CC(NS(=O)(=O)/C=C/c1ccccc1)c1ccccc1 (stereo not given)
101	100	100	102	7	105	0	2	-3	8	100	O=C1CC(c2ccccc2)Sc2nc(-c3ccccc3)c(-c3ccccc3)n21 (stereo not given)
101	98	100	109	-9	103	-1	-6	-4	-8	104	O=C(Cn1c(=O)sc2ccccc21)N1CCOCC1
104	104	105	105	-5	108	2	-1	0	-5	103	COc1ccc(OC)c(NC(=O)CCN2CCN(c3ccccc3)CC2)c1
97	95	96	103	0	98	-5	0	-8	-4	94	CCOc1cc(/C=C/C(=O)c2ccc(O)cc2)ccc1OCC(=O)N(C)C
101	98	100	101	-4	101	-1	0	0	0	101	Cc1c(CCO)c(=O)n(C)n1C(=O)c1ccc(F)cc1
95	92	94	95	-2	97	0	-5	-3	-2	95	CCOC(=O)CC(=O)CSc1nc2c(sc(=S)n2-c2ccc(OCC)cc2)c(=O)[nH]1
98	98	100	102	-10	105	1	-6	-6	-7	98	CCCC(=O)Nc1sc2c(c1C#N)CCCC2
103	102	101	105	-1	107	5	0	5	5	100	O=c1c2cc(-c3ccccc3)sc2ncn1-n1cccc1
101	102	102	106	-2	104	-2	-3	-4	-5	102	COc1ccc(Cn2c(CCC(=O)Nc3ccc(C)c(C)c3)nc3cccnc32)cc1
100	98	100	99	-3	103	-9	-15	-19	-9	99	CCCCCC1CC(CC(=O)NC(=S)Nc2ccc([N+](=O)[O-])cc2)C(=O)O1 (stereo not given)
102	100	102	103	-9	105	-1	-7	-2	-6	101	CC(C)n1c(CNC(=O)c2ccccc2)nc2ccccc21
94	93	97	97	-5	95	0	-10	-3	-6	94	Cc1snc(S(=O)(=O)/C(C#N)=N\Nc2ccccc2)c1C#N
102	101	107	106	0	105	0	0	1	0	105	Cc1ccc(S(=O)(=O)N(Cc2ccccc2)c2ccccc2C(=O)NCc2ccco2)cc1
108	99	100	99	-1	101	-3	-4	-1	-1	100	CN(C)S(=O)(=O)c1ccc(NC(=O)COC(=O)C2CC3CCCC(C2)C3=O)cc1 (stereo not given)

One compound at a time, as listed above.
CC(C)n1c(CNC(=O)c2ccccc2)nc2ccccc21 as listed: Rab7 wt GTP bind = 102; Rac1 act GTP bind = 100; HRas wt GTP bind = 102; Cdc42 wt GTP = 103; Bfl-1 Bim block = -9; Rac1 wt modul = 105; Bcl-W Bim block = -1; Bim-Bcl-2 = -7; Bcl-XL Bim block = -2; Bim-Bcl-B = -6; Rab2 wt GTP = 101
O=c1c2cc(-c3ccccc3)sc2ncn1-n1cccc1 as listed: Rab7 wt GTP bind = 103; Rac1 act GTP bind = 102; HRas wt GTP bind = 101; Cdc42 wt GTP = 105; Bfl-1 Bim block = -1; Rac1 wt modul = 107; Bcl-W Bim block = 5; Bim-Bcl-2 = 0; Bcl-XL Bim block = 5; Bim-Bcl-B = 5; Rab2 wt GTP = 100

The list continues.
Rab7 wt GTP bind	Rac1 act GTP bind	HRas wt GTP bind	Cdc42 wt GTP	Bfl-1 Bim block	Rac1 wt modul	Bcl-W Bim block	Bim-Bcl-2	Bcl-XL Bim block	Bim-Bcl-B	Rab2 wt GTP	Compound
94	94	94	96	-5	95	0	0	-2	0	96	O=C(Nc1ccccc1)C1CCN(C(=O)c2ccc([N+](=O)[O-])cc2)CC1
97	97	99	100	0	100	-6	-4	-1	-2	99	CCOc1ccc(S(=O)(=O)n2cc(-c3ccccc3)c(N)n2)cc1
103	95	100	100	-2	101	-2	-3	0	-2	99	O=C(CCl)N1N=C(c2cccs2)CC1c1ccco1 (stereo not given)
105	95	100	98	-4	100	0	-3	-3	-3	101	COc1ccc(Cc2noc(CN3CCCN(C4Cc5ccccc5C4)CC3)n2)cc1OC
90	95	93	98	-3	94	1	-2	0	-2	94	C=CCNC(=O)COC(=O)CNC(=O)c1cc(Cl)cc([N+](=O)[O-])c1
101	97	98	99	2	99	-3	-1	-2	-3	97	COC(=O)c1c(NC(=O)COC(=O)CCS(=O)(=O)c2ccc(C)cc2)sc(C)c1C
99	92	94	96	1	93	3	2	2	0	90	CC1=NN(c2ccccc2)C(=O)/C1=C/c1cc(C)n(C2CC2)c1C
97	99	100	103	-15	102	2	0	0	-2	98	O=C1C(C=NCc2ccccn2)=C(O)c2ccccc21
100	100	102	105	-11	101	1	-9	-3	-11	102	COC(=O)c1ccccc1NC(=O)Nc1ccc2c(c1)OCO2
102	99	101	104	-12	104	1	-8	0	-6	100	COc1cc(C)c(C(N)=O)c(OC)n1
97	96	98	99	-11	102	1	-5	1	-8	98	Nc1nc(Br)c2c(F)cccc2c1-c1ccccc1
94	97	96	97	-2	99	0	-5	-2	-15	96	CCN(CC)CCN(Cc1cc2cc(C)ccc2[nH]c1=O)C(=S)Nc1ccccc1
105	100	105	101	-9	106	5	-7	-6	-11	101	O=C(NCCCCNC(=O)C1CCCC1)C1CCCC1
94	94	95	96	-1	96	-1	1	-2	0	94	FC(F)(F)c1nc2ccccc2nc1N/N=C/c1ccc(Cl)cc1
100	97	98	96	-2	107	3	0	2	0	101	O=C1CC(C(=O)N(c2ccccc2)C(C(=O)NC2CCCC2)c2ccncc2)CS1 (stereo not given)
95	96	99	97	-6	100	1	-4	-4	-7	98	CCOc1ccc(NC(=O)c2c(OC)cccc2OC)cc1
101	102	103	102	-3	106	2	1	-1	-2	102	CC(C)(C)NC(=O)CSc1nc(O)cc(=O)n1-c1ccccc1
93	97	98	99	-6	98	-7	-5	-8	-11	100	O=C(Oc1coc(CSc2ncccn2)cc1=O)c1ccc(Br)o1
101	100	101	101	-11	101	5	0	-1	-5	100	CCCCS(=O)(=O)Nc1ccc2ncn(C)c(=O)c2c1
97	96	99	98	0	94	1	-2	-2	0	98	Cc1onc(-c2ccccc2Cl)c1C(=O)Nc1ccc(-c2nnc3n2CCCCC3)cc1
98	93	100	98	-1	95	-1	0	-2	0	94	O=C(Nc1ccccc1)C1CCN(C(=O)c2ccccc2)CC1
103	95	97	96	-1	98	-5	-5	-9	-6	96	O=C(Nc1ccccc1Cc1ccccc1)c1ccccc1NS(=O)(=O)c1ccc(Cl)s1
101	101	100	98	-10	101	0	-8	-4	-8	99	Cc1nnc(SCCCn2c(N3CCCCC3)nc3c2c(=O)[nH]c(=O)n3C)s1
102	98	101	100	0	100	-1	-3	0	0	99	CCOC(=O)C(C(=O)OCC)N(C#N)c1nc(C)cc(C)n1
95	94	98	94	-13	92	0	-8	6	-10	95	CCN(CC)S(=O)(=O)c1ccc(Cl)c(C(=O)Oc2cccnc2)c1
92	95	97	99	-2	95	-3	-1	0	-2	99	Cn1cnnc1SCC(=O)NCCc1ccc(Cl)cc1Cl
98	96	100	97	-5	97	-1	-2	-1	0	95	O=C1CC(N2CCN(c3ccc(F)cc3)CC2)C(=O)N1c1ccc2c(c1)OCO2 (stereo not given)
102	96	96	95	-1	96	0	0	-5	-2	99	CCOc1ccc(/C=N/Nc2nncc(-c3ccccc3)n2)cc1OC

From PubChem
